CHO parental Ca = signal in parental CHO cells, OX1R antagonist counter-screen; parental CHO-K1, ATP-induced calcium, Fluo-8 fluorescence; inhibition, % at 5.6 µM; hit rate 0.63% among 330,000; AID 463079;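 active means inhibition above that plate's mean sample inhibition plus 3 SD, cut at about 26% in these data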;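 further: 0% = ATP-challenged DMSO wells and 100% = DMSO wells without ATP; some compounds past the cut are filed as inactive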
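Assay system: parental CHO cells; Read-out basis: percent inhibition of ATP-evoked calcium rise, normalized to controls; Benchmarks: ATP and no-ATP DMSO wells; Compound dosing: single nominal dose of 5.6 µM per compound; Signal: Fluo-8 calcium dye fluorescence; Also added: ATP as calcium-mobilizing challenge; Repeats: singlicate.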
V1aR counter = counter-screen for oxytocin receptor agonists: human V1a receptor agonists. CHO-V1R cells, Fluo-8 calcium fluorescence, agonist mode; 0% DMSO, 100% 3 nM vasopressin. AID 2797. hit rate 0.25% among 320,000. activation, % at 3 µM;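 active means activation above the mean activation of all tested compounds plus 3 SD, per screening run, cut at about 20% in these data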;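 further: signal is peak over basal fluorescence ratio across a 100 second FLIPR read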
Target sequence (P37288 whole entry, looked up): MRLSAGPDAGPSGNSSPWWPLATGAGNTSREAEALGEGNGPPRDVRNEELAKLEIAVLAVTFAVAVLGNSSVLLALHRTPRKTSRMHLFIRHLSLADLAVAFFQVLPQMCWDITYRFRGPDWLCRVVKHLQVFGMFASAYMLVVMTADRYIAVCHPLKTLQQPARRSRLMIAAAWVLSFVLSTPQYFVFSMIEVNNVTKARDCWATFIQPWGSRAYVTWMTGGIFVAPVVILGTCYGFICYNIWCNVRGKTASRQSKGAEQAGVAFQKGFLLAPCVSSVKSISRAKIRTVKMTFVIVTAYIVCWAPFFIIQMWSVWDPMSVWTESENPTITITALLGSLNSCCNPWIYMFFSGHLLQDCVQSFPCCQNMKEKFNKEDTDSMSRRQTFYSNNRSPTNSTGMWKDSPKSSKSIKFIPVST
OXTR ag = agonists of human oxytocin receptor. P30559. CHO-OTR cells, Fluo-8 calcium fluorescence; normalized: DMSO 0%, oxytocin 100%. activation, % at 3 µM. hit rate 0.32% among 320,000. AID 2435;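 active means activation above the mean of all tested compounds plus 3 SD, cutoff set per screening run, cut at about 20% in these data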;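 further: peak over basal fluorescence ratio from a 100 s FLIPR kinetic read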
TAAR1 agonist = agonists of human TAAR1; Q96RJ0; CHO RD-HGA16 TAAR1, Fluo-8 calcium fluorescence; vehicle wells 0%, saturating PEA agonist 100%; activation, % at 3 µM; hit rate 0.99% among 360,000; AID 624467;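 active means activation above the mean activation of all test compounds in the run plus 3 SD, cut at about 38% in these data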
Target sequence (Q96RJ0 whole entry, looked up): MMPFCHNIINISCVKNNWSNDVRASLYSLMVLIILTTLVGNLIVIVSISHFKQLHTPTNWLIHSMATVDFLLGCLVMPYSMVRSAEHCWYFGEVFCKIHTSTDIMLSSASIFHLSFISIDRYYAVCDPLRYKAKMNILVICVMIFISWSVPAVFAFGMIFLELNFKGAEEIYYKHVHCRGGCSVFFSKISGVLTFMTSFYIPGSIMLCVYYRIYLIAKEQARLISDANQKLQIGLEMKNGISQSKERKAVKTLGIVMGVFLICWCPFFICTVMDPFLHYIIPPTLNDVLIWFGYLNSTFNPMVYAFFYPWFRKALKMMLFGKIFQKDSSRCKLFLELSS
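Test system: RD-HGA16 (CHO) cells co-expressing Gα16 and hTAAR1 | Doses: Single dose, 3 µM | Schedule: 17-24 h seeding, 75 min 37 °C dye, 30 min RT | Evaluation: % activation from peak over basal fluorescence ratio, DMSO-to-PEA scaled | Technique: Kinetic Fluo-8 calcium fluorescence | Benchmarks: Low control DMSO, high control PEA (EC100)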
M1 PAM = potentiates human M1 receptor response to acetylcholine. P11229. CHO-K1 hM1, Fluo-8 calcium fluorescence, ACh EC20; 0% = ACh EC20, 100% = maximal ACh. activation, % at 3 µM. hit rate 0.088% among 360,000. AID 588819; in the data active means activation above about 19%, passing the limit was not always enough
CHRM1 agonist = human M1 muscarinic receptor agonism; AID 588814; P11229; activation, % at 3 µM; hit rate 0.33% among 360,000; CHO-K1 hM1, Fluo-8 calcium fluorescence, agonist mode; 0% DMSO, 100% acetylcholine EC100;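 active means activation above the run's mean compound activation plus 3 SD, cut at about 16% in these data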;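 further: peak over basal fluorescence ratio within a 140 s kinetic read after compound addition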
TAAR1 antagonist = antagonists of human TAAR1; Q96RJ0; CHO RD-HGA16 TAAR1, Fluo-8 calcium fluorescence, antagonist; inhibition, % at 3 µM; hit rate 1.5% among 360,000; AID 624466;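 active means inhibition above a per-plate cutoff, the mean inhibition of test compounds on that plate plus 3 SD, cut at about 49% in these data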;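 further: 0% = DMSO plus EC80 beta-PEA response and 100% = DMSO alone without agonist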
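Assay system: CHO-derived RD-HGA16 cells stably expressing human TAAR1 plus Gα16. Timing: 140 s kinetic read after compound, 140 s after agonist. Technique: kinetic Fluo-8 calcium fluorescence measurement. Measure: % inhibition of agonist calcium response.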
OXTR potentiate = potentiators of human oxytocin receptor. CHO-OTR cells, Fluo-8 calcium fluorescence, potentiator mode; 0% = oxytocin EC15, 100% = EC100. activation, % at 3 µM. hit rate 0.061% among 320,000. AID 2445;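 active means activation above that plate's cutoff, the mean activation of tested compounds plus 3 SD, cut at about 6.6% in these data, passing the limit was not always enough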;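 further: 100% uses oxytocin at 75 nM as the full agonist control; some results filed as inactive read as strong as hits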
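assay system = CHO-OTR cells, human receptor | schedule = compound 6 min at room temperature before oxytocin, 100 s read | detection = Fluo-8 intracellular calcium fluorescence, ex 470-495, em 515-575 nm | evaluation = normalized max/min fluorescence ratio, % activation | control set = EC15 oxytocin alone as 0%, 75 nM oxytocin (EC100) as 100%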
M1 antag = blocks human M1 muscarinic receptor | P11229 | CHO-K1 hM1, Fluo-8 calcium fluorescence, ACh EC80 antagonist | inhibition, % at 3 µM | hit rate 1.3% among 360,000 | AID 588852;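 active means percent inhibition above its own plate's cutoff, namely the mean of that plate's compound wells plus 3 SD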;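 further: peak over basal fluorescence ratio during 140 s after agonist addition; 0% = ACh EC80 plus DMSO and 100% = DMSO alone without agonist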
The depositor's hits bear a star; . = no result given.

SMILES	CHO parental Ca	V1aR counter	OXTR ag	TAAR1 agonist	M1 PAM	CHRM1 agonist	TAAR1 antagonist	OXTR potentiate	M1 antag
O=C(O)c1c2c(nc3ccccc13)CCCCC2	-11	0.5	0.6	-2	-3	-3	26	-8	3
COC(=O)c1c(N)sc(C(C)=O)c1C	-9	-0.6	-0.1	0	20	16*	6	-4	0
COc1cc(C=O)ccc1OCCOCCOc1ccc(Cl)cc1Cl	-31	0.4	-0.8	10	4	-1	5	-3	-1
O=C(C[n+]1cccc(Br)c1)c1ccccc1	-9	0.0	0.5	5	14	-7	2	-3	-9
CC(=O)N1CCN(C(=S)NC(=O)c2ccc(F)cc2)CC1	-2	1.2	2.6	6	6	0	-24	1	-7
CC(C)C(=O)NCC(c1cccs1)S(=O)(=O)c1ccc(F)cc1 (stereo not drawn)	3	1.6	1.1	0	5	-4	-12	-9	-2
CCCCC(=O)NNC(=O)CC(=O)Nc1ccccc1C(=O)O	-13	0.6	0.3	-3	2	-4	4	2	-2
CCOC(=O)c1c(CNc2ccncc2)n(C)c2cc(Br)c(O)cc12	3	0.3	-0.2	-1	1	-16	18	-2	-2
O=C(NCCc1ccc(F)cc1)c1n[nH]c2ccccc12	-8	7.8	-0.5	2	9	-9	23	-1	3
O=C(CSc1nnnn1-c1ccc(Cl)cc1)N1CCc2ccccc2C1	-18	-0.3	-2.0	9	5	-7	3	-7	-16
O=C(Cn1cc(COc2ccc(Br)cc2[N+](=O)[O-])nn1)c1ccc(O)cc1	.	.	.	3	0	-4	15	.	-5
Cc1cc(NC(=O)COC(=O)C2CCN(S(=O)(=O)c3cccc(Cl)c3Cl)CC2)no1	-6	4.0	6.4	13	-2	-3	14	-12	2
c1ccc(CC2CCCNC2)cc1 (stereo not drawn)	3	0.3	0.3	44*	-11	22*	18	-18	23
COc1ccc(C(=O)CC(Nc2ccc([N+](=O)[O-])cc2)c2ccc(OC)cc2)cc1 (stereo not drawn)	-3	0.8	-0.1	1	-12	-4	17	-3	13
COc1ccc(S(=O)(=O)NCc2ccccc2)cc1	-5	0.3	0.9	4	2	-7	-4	-4	1
COc1ccccc1N(CC(=O)NCCSCc1cccc(C)c1)S(=O)(=O)c1ccccc1	3	4.6	3.4	3	-6	-3	80*	-15	19
Cc1cc(C)nc(SCC(=O)NN=Cc2ccc(C)o2)n1	-9	0.2	-0.1	0	11	-1	5	-6	-12
O=C(NC(Cc1ccccc1)C(=O)O)/C(=C/c1ccco1)NC(=O)c1cccc(Br)c1 (stereo not drawn)	-4	1.1	0.7	5	10	-7	-21	-2	-8
COc1cc(/C=C/C(=O)N2CCN(c3ccccn3)CC2)cc(OC)c1OC	12	0.7	0.4	2	3	-2	16	-5	-3
COc1ccccc1NS(=O)(=O)c1cccc(C(=O)N/N=C(\C)c2cccnc2)c1	-14	1.8	0.8	13	10	-1	3	-8	-6
CCOC(=O)N1CCN(C(=O)CSc2ccccc2)CC1	-5	1.1	-0.3	7	8	-5	-10	3	-7
Cc1c(NC(=O)Nc2cc(F)c(F)cc2Cl)c(=O)n(-c2ccccc2)n1C	-2	-0.9	-1.1	3	7	-6	-23	-3	-12
O=C(CCCN1C(=O)c2ccccc2C1=O)OC1CSCC1NC(=O)c1ccccc1 (stereo not drawn)	-41	2.6	1.7	-2	2	-1	-4	-14	3
O=C(Cc1ccc(NC(=O)C2CCN(C(=O)CCc3ccccc3)CC2)cc1)Nc1ccc(C(=O)N2CCOCC2)cc1	.	.	.	2	-5	-7	-16	.	15
COc1ccccc1CNC(=O)c1c(N)n(CCCN2CCOCC2)c2nc3ccccc3nc12	.	.	.	16	-2	-5	39	.	1
Following part:
SMILES	CHO parental Ca	V1aR counter	OXTR ag	TAAR1 agonist	M1 PAM	CHRM1 agonist	TAAR1 antagonist	OXTR potentiate	M1 antag
CCOC(=O)c1cnc(SC2CC(=O)N(c3ccc(C)cc3)C2=O)nc1N (stereo not drawn)	-28	-0.6	-1.1	10	6	-4	16	-5	-4
Cc1occc1-c1nnc(SCC(=O)N2CCN(c3ccccc3F)CC2)n1C	-15	-0.9	-1.4	0	.	.	-10	0	.
COc1ccc(C(=O)NCCS(=O)(=O)NCc2ccccc2OC)cc1	-20	-0.5	-2.6	-2	6	-6	-8	-1	-9
CCc1cc(C(=O)NCC2CCCO2)sc1C (stereo not drawn)	-12	0.3	0.2	-1	4	-1	-15	-8	-7
O=C(O)Cn1cccc1C(=O)c1ccccc1	-5	1.0	0.0	.	0	0	.	-5	-2
Cc1nc2nc(C)c(NS(=O)(=O)c3ccc(C(C)(C)C)cc3)c(=O)n2[nH]1	3	-0.2	0.1	8	-8	-8	0	-5	20*
CC(C)NS(=O)(=O)c1ccc(NC(=O)C2CC3C=CC2C3)cc1 (stereo not drawn)	-17	3.5	2.5	9	8	-3	8	-12	-26
Cc1cc2c3c(c1)C(C)CC(C)(C)N3C(=O)C2=C(C#N)C#N (stereo not drawn)	-10	-1.5	-3.3	-1	-2	-3	-16	-4	7
COc1ccc(C)cc1Nc1n[n+](-c2ccccc2)c(-c2ccc(N(C)C)cc2)s1	17	1.0	1.6	12	-5	-9	30	-5	16
COc1ccccc1S(=O)Cc1ccc(C(=O)NCc2ccccc2Cl)o1 (stereo not drawn)	-16	1.6	0.6	2	8	-4	-6	-8	-11
C#CC1(NC(=O)NC(C)(C)C)CCCCC1	-3	0.4	0.2	6	2	-5	-6	-5	-3
COc1ccc(N(CC(=O)Nc2ccc(C)cn2)S(=O)(=O)c2c(C)noc2C)cc1	5	1.8	0.6	9	-3	-4	4	-7	-1
Cc1ccsc1CN(C(=O)c1ccccc1)C1CCS(=O)(=O)C1 (stereo not drawn)	-9	-0.8	-0.5	1	5	-3	-17	2	-3
CCOC(=O)N=S(N)(=O)c1ccccc1 (stereo not drawn)	7	-0.2	-0.6	9	-2	-3	9	-7	0
COc1ccc(Cl)cc1NC(=O)CCCC(=O)c1ccccc1	-14	1.7	-1.5	0	-7	-6	-10	-4	15
Cc1cc(CNC(=O)c2cccc([N+](=O)[O-])c2)c2ccccc2n1	-19	4.2	2.1	3	8	-2	-15	-11	-2
CCCNC(=O)C(=O)Nc1ccc(N(C)C)cc1	4	1.5	0.9	8	-3	-2	-19	-2	-1
COc1ccccc1-n1c(C)cc(C=O)c1C	-8	1.4	-0.4	16	6	-3	5	-14	-30
O=C(Nc1ncc(Cc2cc(Cl)ccc2Cl)s1)c1ccc([N+](=O)[O-])cc1	-29	6.6	1.7	29	10	3	2	-8	-7
CC(=Nc1ccc(C)c(C)c1)C1=C(O)CSC1=O	-5	0.8	-1.1	9	1	-3	7	-14	-23
N#Cc1ccc(Cl)cc1NC(=O)COC(=O)c1cccc(S(=O)(=O)N2CCOCC2)c1	-17	5.6	4.6	4	9	0	7	-8	-9
COC(=O)C1=C(C)NC(=S)NC1/C=C/c1ccccc1 (stereo not drawn)	-13	-0.6	-1.6	0	5	-4	18	-2	-4
COc1ccc(C(=O)N2CCCC2)cc1S(=O)(=O)N1CCC(C)CC1	-14	-0.4	-1.3	-3	11	-2	-18	-6	-10
CCOC(=O)N1CCN(C(=O)CS(=O)Cc2nc(-c3ccc(C)cc3)oc2C)CC1 (stereo not drawn)	-28	-0.6	-1.6	1	4	-7	-21	1	-9
O=C(C[C@H]1C(=O)N(Cc2cccnc2)C[C@@H]1Cc1ccccc1)Nc1ccc(Br)cc1	.	.	.	5	-4	-8	16	.	9
COc1cccc(-c2c(C(=O)N/N=C/c3cccnc3)nnn2-c2nonc2N)c1	-15	2.6	1.1	5	9	0	12	-3	-10
CC1(C(=O)NS(C)(=O)=O)CCN1C(=O)Cc1ccc(Cl)cc1Cl (stereo not drawn)	.	.	.	2	3	-1	0	.	-7
COc1ccc(S(=O)(=O)Cc2ccc(C(=O)N3CCN(c4ccccc4F)CC3)o2)cc1	2	-0.1	-1.9	1	2	-3	7	-5	-14
CN1/C(=C\C(=O)COC(=O)c2ccc(O)c(O)c2)C(C)(C)c2ccccc21	50*	8.2	4.7	20	.	.	26	-9	.
Cc1cc(NC(=O)c2cc(-c3ccccc3C)nc3ccccc23)no1	-20	0.3	-1.9	2	-2	-5	10	4	1

Entries listed so far with a Cl atom, in the order listed:
SMILES	CHO parental Ca	V1aR counter	OXTR ag	TAAR1 agonist	M1 PAM	CHRM1 agonist	TAAR1 antagonist	OXTR potentiate	M1 antag
COc1cc(C=O)ccc1OCCOCCOc1ccc(Cl)cc1Cl	-31	0.4	-0.8	10	4	-1	5	-3	-1
O=C(CSc1nnnn1-c1ccc(Cl)cc1)N1CCc2ccccc2C1	-18	-0.3	-2.0	9	5	-7	3	-7	-16
Cc1cc(NC(=O)COC(=O)C2CCN(S(=O)(=O)c3cccc(Cl)c3Cl)CC2)no1	-6	4.0	6.4	13	-2	-3	14	-12	2
Cc1c(NC(=O)Nc2cc(F)c(F)cc2Cl)c(=O)n(-c2ccccc2)n1C	-2	-0.9	-1.1	3	7	-6	-23	-3	-12
COc1ccccc1S(=O)Cc1ccc(C(=O)NCc2ccccc2Cl)o1 (stereo not drawn)	-16	1.6	0.6	2	8	-4	-6	-8	-11
COc1ccc(Cl)cc1NC(=O)CCCC(=O)c1ccccc1	-14	1.7	-1.5	0	-7	-6	-10	-4	15
O=C(Nc1ncc(Cc2cc(Cl)ccc2Cl)s1)c1ccc([N+](=O)[O-])cc1	-29	6.6	1.7	29	10	3	2	-8	-7
N#Cc1ccc(Cl)cc1NC(=O)COC(=O)c1cccc(S(=O)(=O)N2CCOCC2)c1	-17	5.6	4.6	4	9	0	7	-8	-9
CC1(C(=O)NS(C)(=O)=O)CCN1C(=O)Cc1ccc(Cl)cc1Cl (stereo not drawn)	.	.	.	2	3	-1	0	.	-7

Compound activity deposited in PubChem by The Scripps Research Institute Molecular Screening Center.
